TAG inh: inhibitors of triacylglycerol accumulation, primary screen, cell-based, uHTS, fluorescence, H9c2 | H9c2 cells, Nile Red lipid (TAG) fluorescence; cells loaded with 200 µM oleic acid | inhibition, % at 12.5 µM | 0.66% of 230,000 active;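 active = pattern-corrected inhibition of lipid staining of at least 50% with the nuclear-stain viability signal not falling by more than 50%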;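 also: 0% = DMSO wells and 100% = triacsin C control wells; some results filed as inactive read as strong as hits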
TAG inh DAPI viability: second read-out of TAG inh, no call of its own (marks repeat the call); DAPI nuclei signal change (viability), lower = more cytotoxic, %;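 whole-well DAPI fluorescence read on a plate reader as a viability signal; minus 50 percent equals half of cells still viable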
Numbers without * were called inactive. This is a subset, so the mix of outcomes need not match the whole.

SMILES	TAG inh	TAG inh DAPI viability
COCCN(C(=O)COC(=O)c1ccccc1Nc1ccccc1)c1c(N)n(Cc2ccccc2)c(=O)[nH]c1=O	34	-3
CCc1ccc(OCC(=O)NCCc2ccc3c(c2)OCCO3)cc1	-8	-4
O=C(NCCC(=O)N1CCN(c2cccc(Cl)c2)CC1)c1ccc(Br)cc1	2	-9
CCCCCOC(=O)CSc1nc2c(c(=O)[nH]c(=O)n2C)n1CCc1ccccc1	-1	-6
CCOc1ccc(S(=O)(=O)n2cnc3ccccc32)cc1	6	-7
COc1ccc(OC)c(CC(=O)Nc2ccc3c(c2)c(=O)n(C)n3Cc2cccc(C(F)(F)F)c2)c1	10	4
O=C(NC1CC1)c1cc(=S)[nH]c2ccccc12	3	8
O=C(NCc1ccccc1)C1C(=O)N(Cc2ccccc2)C(=O)C1C1(O)CCCC1 (centres undefined)	3	-6
COc1cc(Br)cc(C=Nc2cccc(C(F)(F)F)c2)c1O	6	-1
CSc1ccccc1C(=O)N1CCC2(CC1)CC(=O)c1ccccc1O2	-1	6
Cc1nc2ccc(-c3nc4ccccc4[nH]3)cc2[nH]1	11	10
CCN(CC)c1ccc(/C=N/NC(=O)CNC(=O)c2ccccn2)cc1	7	4
O=C(O)c1cc(N2CCCCC2)nc2ccccc12	12	2
Cc1cccc(NC2=NCC(=O)N2Cc2ccccc2)c1	-3	0
O=C(NCCN1CCOCC1)c1ccccc1OCc1ccccc1	-1	-7
O=[N+]([O-])c1cccc(-c2ccc3nnc(SCc4cccnc4)n3n2)c1	-8	0
CCN(CC)S(=O)(=O)c1ccc(N/N=C(\C)c2ccc(OC)cc2O)nc1	35	-23
COc1ccccc1NC(=O)c1ccc(NC(=O)C2CC2C)cc1 (centres undefined)	-20	-3
CC(C)Nc1nnc(SC(C)C(=O)NCc2ccc3c(c2)OCO3)s1 (centres undefined)	9	-10
CCc1cccc(NC(=O)CS(=O)Cc2nc(-c3ccc(C)cc3)oc2C)c1 (centres undefined)	3	-3
Cn1c(=O)n(C)c2cc([N+](=O)[O-])c(N3CCN(C(=O)c4ccccc4Br)CC3)cc21	-13	-11
O=C1NC(Cc2ccccc2)c2nc3cc(F)ccc3c(=O)n2-c2cc3ccccc3cc21 (centres undefined)	39	-35
O=C(c1ccccc1)C1CCN(C(=O)C2CCC(=O)N(Cc3ccccc3F)C2)CC1 (centres undefined)	-14	1
CN1C=C/C(=C\c2cc[n+](C)c3ccccc23)c2ccccc21	8	-34
Nc1ccc2c(c1)Nc1ccccc1CC2	17	1

Entries shown so far containing four or more nitrogen atoms:
SMILES	TAG inh	TAG inh DAPI viability
COCCN(C(=O)COC(=O)c1ccccc1Nc1ccccc1)c1c(N)n(Cc2ccccc2)c(=O)[nH]c1=O	34	-3
CCCCCOC(=O)CSc1nc2c(c(=O)[nH]c(=O)n2C)n1CCc1ccccc1	-1	-6
Cc1nc2ccc(-c3nc4ccccc4[nH]3)cc2[nH]1	11	10
CCN(CC)c1ccc(/C=N/NC(=O)CNC(=O)c2ccccn2)cc1	7	4
O=[N+]([O-])c1cccc(-c2ccc3nnc(SCc4cccnc4)n3n2)c1	-8	0
CCN(CC)S(=O)(=O)c1ccc(N/N=C(\C)c2ccc(OC)cc2O)nc1	35	-23
CC(C)Nc1nnc(SC(C)C(=O)NCc2ccc3c(c2)OCO3)s1 (centres undefined)	9	-10
Cn1c(=O)n(C)c2cc([N+](=O)[O-])c(N3CCN(C(=O)c4ccccc4Br)CC3)cc21	-13	-11

Back to the main list, starting five compounds before the break.
SMILES	TAG inh	TAG inh DAPI viability
Cn1c(=O)n(C)c2cc([N+](=O)[O-])c(N3CCN(C(=O)c4ccccc4Br)CC3)cc21	-13	-11
O=C1NC(Cc2ccccc2)c2nc3cc(F)ccc3c(=O)n2-c2cc3ccccc3cc21 (centres undefined)	39	-35
O=C(c1ccccc1)C1CCN(C(=O)C2CCC(=O)N(Cc3ccccc3F)C2)CC1 (centres undefined)	-14	1
CN1C=C/C(=C\c2cc[n+](C)c3ccccc23)c2ccccc21	8	-34
Nc1ccc2c(c1)Nc1ccccc1CC2	17	1
CC(OC(=O)c1cccc(O)c1)C(=O)N(C)Cc1ccccc1 (centres undefined)	-8	2
O=C(CC1C(=O)NCCN1Cc1ccc(F)cc1Cl)NC1CCCCCCC1 (centres undefined)	-7	-3
O=C1C2C3CCC(O3)C2C(=O)N1c1nccs1 (centres undefined)	-12	8
COc1cc(CN2CCC(n3nccc3NC(=O)c3ccc4c(c3)OCO4)CC2)ccc1O	-3	5
CCOC(=O)C1(CCOc2ccccc2)CCN(Cc2ccc3c(c2)OCCO3)CC1	-6	24
O=C(Cn1cc(COc2cc(F)cc(F)c2)nn1)c1ccc(O)cc1	3	2
COc1ccc(-c2c(=O)n(OCc3nc4ccccc4[nH]3)c3ccccc3[n+]2[O-])cc1	2	8
COc1cc2c(cc1OC)CN(C(=O)CSc1ccc(F)cc1)CC2	-9	-2
CCCCOc1ccc(C2CC(=O)NC2=O)cc1 (centres undefined)	5	3
CCCCN(CC)C(=O)/C=C/c1cccc([N+](=O)[O-])c1	-16	-1
Clc1ccc(N2COC3c4cccc5cccc(c45)C32)cc1 (centres undefined)	-18	-1
Cc1ccc(CN(C(=O)c2csnn2)C(C(=O)NC2CCCC2)c2ccc(C)o2)cc1 (centres undefined)	51*	0.7*
COC(=O)C(Cc1cnc(Cl)s1)(C(=O)OC)c1ccc([N+](=O)[O-])cc1	-18	11
CC(C)[C@H](NC(=O)OCc1ccccc1)C(=O)N[C@@H](Cc1c[nH]c2ccccc12)C(=O)O	12	-3
O=C(NCCCn1ccnc1)c1ccco1	-6	-8
Cc1ccnn1CC(=O)N/N=C/c1ccc([N+](=O)[O-])s1	9	-5
COc1ccc(Cl)cc1NC(=O)C(C)N1CCc2ccccc21 (centres undefined)	-5	1
C/C(CC(=O)Nc1cccnc1)=N/NC(=O)COc1ccc(Cl)cc1Br	4	4
Cc1c(Cl)cccc1NC(=O)CCC(=O)N/N=C/c1ccco1	-21	-4
Cc1ccc(S(=O)(=O)N2CCCCC2)cc1C(=O)NC1CC(C)(C)NC(C)(C)C1	2	0
CCCCC(CCC(=O)Nc1ccccc1C(=O)OCC)C(=O)O (centres undefined)	-13	4
O=C(Nc1ccncc1)c1cc(-c2ccccn2)nc2ccc(Br)cc12	6	1
Cc1ccc([N+](=O)[O-])cc1-c1ccc2cccc(C)c2n1	0	5
Cc1cccnc1CCNC(=O)c1ccc(OC2CCN(Cc3ccccn3)CC2)cc1	1	5
O=C(COC(=O)c1ccc(F)c(S(=O)(=O)N2CCOCC2)c1)NCCc1ccc(F)cc1	5	-5

The list goes on.
SMILES	TAG inh	TAG inh DAPI viability
O=C(NCC(=O)N1CCCC1)c1ccc(Br)o1	-10	-4
Cc1nc(=O)c(-c2ccccc2)c(C)n1CCCO	-17	6
CC(C)C(=O)Nc1ccc(-c2ccc3nncn3n2)cc1	7	7
COC(=O)c1cnc(Nc2nc(C(N)Cc3ccccc3)cs2)nc1C(F)(F)F (centres undefined)	23	-16
O=C(Nc1nnc(-c2ccccc2)o1)c1cccc(N2C(=O)CCC2=O)c1	4	-5
CC(/C=C1\SC(=S)N(CCC(=O)Nc2ccccc2O)C1=O)=C\c1ccccc1	15	-10
Nc1nc(N2CCCCC2)nc(N2CCCCC2)n1	-7	3
CC(OC(=O)COc1ccccc1Cc1ccccc1)C(=O)N(C)c1ccccc1 (centres undefined)	9	-5
CCN(CC)C(=O)CSc1nnc([C@@H](N)C(C)C)o1	-5	-5
CC(=O)Nc1ccc(NC(=O)C(=O)N/N=C/c2cccnc2)cc1	5	1
Cc1ccc(S(=O)(=O)N2CCC(C(=O)NNS(=O)(=O)c3ccc(Cl)cc3)CC2)cc1	16	-9
CC(Oc1ccccc1F)c1nnc(SCC(=O)NCc2ccc3c(c2)OCO3)o1 (centres undefined)	-6	10
COc1ccc(CC(=O)N/N=C/c2ccc(-c3cccc(C(=O)O)c3)o2)cc1OC	4	-3
Cc1c(Cl)c([N+](=O)[O-])nn1CC(=O)NCc1ccc(Cl)cc1	-13	2
CCCCn1c(N)c(N(CCOC)C(=O)c2ccc(N3CCCC3=O)cc2)c(=O)[nH]c1=O	-11	-2
COc1ccc(-c2cc(-c3ccccc3O)[nH]n2)cc1OC	-2	-16
O=C1CCN(CCc2ccccc2)CCN1[C@H](CO)Cc1ccccc1	11	3
CN(CC(=O)NCCc1ccc(S(N)(=O)=O)cc1)CC(=O)Nc1ccccc1C(F)(F)F	19	-11
CC(=O)c1cn(CC(=O)Nc2ccccc2Cl)c2ccccc12	-21	-5
CCn1c(O)c(N=NC(=O)C(O)c2ccccc2)c2ccccc21 (centres undefined)	9	-3
CCc1ccc(S(=O)(=O)N/N=C\c2cn(CC(N)=O)c3ccccc23)cc1	2	11
Cc1ccc(C(=O)COC(=O)c2nc(Cl)ccc2Cl)cc1	-12	3
CCc1nn(CC(=O)Nc2ccc(Br)c(C)c2)c(=N)s1	-12	-5
Cc1nnc(SCc2ccc(CC(=O)O)cc2)o1	-7	5
CCCCCCCCCCCCN1[C@@H](CC(=O)O)c2cc(F)ccc2S1(=O)=O	7	7

Continuation:
SMILES	TAG inh	TAG inh DAPI viability
COc1cc(C)c(NC(=O)COc2ccc3c(c2)CCC3)cc1OC	-7	-4
Cc1ccccc1OCCn1c(=O)sc2ccccc21	23	-13
COc1ccc(C2=NN(C(N)=S)C(c3ccccc3)C2)cc1 (centres undefined)	-10	3
CC(=O)Nc1c(Br)cc(N2C(=O)CCC2=O)cc1Br	19	-8
Cc1cc(C)cc(NC(=O)C(=O)NCC2CCCO2)c1 (centres undefined)	8	-5
COc1ccc(-c2[nH]ncc2CNC(C)CCn2cccn2)c(F)c1 (centres undefined)	1	9
Cc1ccc(-n2ncc3c(NCCCN4CCOCC4)ncnc32)c(C)c1	4	-14
CCOc1ccc(CCNC(=O)c2cc3c(C)nccc3[nH]c2=O)cc1OCC	-6	5
O=C(O)c1ccc(CNCc2ccccc2Cl)cc1	-3	-6
CC(=O)Nc1cccc([N+](=O)[O-])c1	4	-5
Cc1cc2nc(-c3ccc(NC(=O)c4cccnc4)cc3)oc2cc1C	11	13
O=C(/C=C/Nc1ccc(S(=O)(=O)Nc2ncccn2)cc1)c1cccs1	-2	2
Cc1cccc(C(=O)OCC(=O)NCC2CCCO2)c1O (centres undefined)	3	0
Cc1ccc(S(=O)(=O)N/N=C/c2ccc(C(=O)O)cc2)cc1	1	3
COc1ccc(C(=O)Nc2cc([N+](=O)[O-])ccc2N2CCCC2)cc1	-9	-10
CCCCSc1nnc2n(CCc3ccccc3)c(=O)c3c4c(sc3n12)COC(C)(C)C4	30	-8
C=CCCC(=O)Nc1nc(C)c(-c2csc(Nc3cc(Cl)ccc3OC)n2)s1	0	12
Cc1ccc(C)c(OCc2nc3ccccc3[nH]2)c1	-17	0
COc1ccc(-n2c(Cc3cccn3C)nnc2SCC(=O)Nc2ccc(F)cc2F)cc1	9	-9
CC(=O)Nc1nc(C)c(C(C)=O)s1	-5	1
Cc1cc(C)c2nc(N3CCOCC3)c(C#N)cc2c1	7	-12
Cc1nn(-c2ccccc2)c2sc(C(=O)OC3CCOC3=O)cc12 (centres undefined)	7	0
COc1cccc(N2CCN(C(=O)CN(c3ccc(C)cc3)S(=O)(=O)c3c(C)n[nH]c3C)CC2)c1	8	-5
CN(Cc1nc(-c2cnccn2)no1)Cc1n[nH]c2c1CCCCC2	-12	10
CCN(CCCNC(=O)CCCn1c(=O)[nH]c2ccccc2c1=O)c1cccc(C)c1	23	9

Ordered by molecular weight (largest number first): some entries from above.
SMILES	TAG inh	TAG inh DAPI viability
CCN(CCCNC(=O)CCCn1c(=O)[nH]c2ccccc2c1=O)c1cccc(C)c1	23	9
COc1ccc(Cl)cc1NC(=O)C(C)N1CCc2ccccc21 (centres undefined)	-5	1
O=C(NCC(=O)N1CCCC1)c1ccc(Br)o1	-10	-4

(cont.)
SMILES	TAG inh	TAG inh DAPI viability
CC(=O)N1C(=O)C2(Nc3ccccc3N2)c2ccccc21	0	8
COc1ccccc1-n1c(=S)[nH]c2c(sc(=S)n2-c2ccc(C)cc2C)c1=O	65*	-48*
O=C(CCNS(=O)(=O)c1ccc(OC(F)(F)F)cc1)NCCc1c[nH]c2ccccc12	4	-6
CC(C)c1ccc(CNC(=O)C(=O)NCC2CCCO2)cc1 (centres undefined)	-5	3
NC(=O)c1ccc(NC(=O)CSc2nnc(-c3ccncc3)n2Cc2ccco2)cc1	6	-3
COc1ccccc1CC(=O)Nc1cc(C)on1	-3	10
CCOC(=O)c1sc(N2C(=O)C(O)=C(C(=O)c3ccc(C)o3)C2c2cccc([N+](=O)[O-])c2)nc1C (centres undefined)	-14	6
O=C1CCC(=O)N1CN(Cc1ccco1)CN1C(=O)CCC1=O	2	3
O=C(CCc1nnc(Cc2ccc(-c3ccccc3)cc2)o1)NCCc1ccccn1	3	13
O=C(NC(NCC1CCCO1)C(Cl)(Cl)Cl)c1cccc2ccccc12 (centres undefined)	1	-15
Cc1ccn2c(=O)nc(SCC(=O)N3CCCc4ccccc43)nc2c1	15	-8
Cc1ccc(Nc2ccc([N+](=O)[O-])ccc2=O)cc1	-7	2
Cc1cc(C)c(NC(=O)CN2C(=O)NC3(CCCc4ccccc43)C2=O)c(Cl)c1 (centres undefined)	22	-2
Cc1ccsc1C1C(C#N)=C(N)OC2=C1C(=O)CC(C)(C)C2 (centres undefined)	1	-4
OCC1(Cc2ccccc2)CCN(Cc2cc3ccccc3o2)CC1	-3	9
NS(=O)(=O)c1cccc(NC(=O)COC(=O)C2CCCCC2)c1	1	-9
Cc1ccc(C(=O)NC(=S)Nc2ccc3[nH]c(=O)[nH]c3c2)c(C)c1	8	0
